hDAT+cocaine: changed hDAT dopamine uptake under cocaine IC80, either direction, primary screen, cocaine antagonist project, cell-based, LLC-PK1 hDAT, [14C]-dopamine uptake, MLSMR | Sodium-dependent dopamine transporter (Homo sapiens), Q01959 | LLC-PK1 hDAT cells, [14C]-dopamine uptake with cocaine IC80; actives deviate in either direction | B-score at 10 µM | 110,000 compounds, 1.3% hits | AID 449768, 2010;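 active = Z score or B-score, a plate-position-corrected score, falls beyond the plate's 99.7% confidence bounds, in either direction; inactive = both scores lie inside the 99.7% bounds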;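 note: scored against the spread of the other compound wells on the same plate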
F-actin modifier: modifiers of F-actin cytoskeleton organization, primary screen, imaging, HUVEC, phalloidin staining, high-content imaging | HUVEC TNFa F-actin phalloidin imaging | inhibition, % at 2 µM | 91,000 compounds, 0.18% hits | AID 836, 2007;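 active = inhibition above the batch mean plus 3 SD and confirmed as a hit by visual image inspection, cut at about 30% in these data, passing the limit was not always enough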; note: strong numbers were not always called active
VCAM1 TNFa inh: inhibitors of TNFa-induced VCAM1 expression, primary screen, imaging, HUVEC, TNFa stimulus, immunofluorescence; 95,000 compounds, 0.48% hits; inhibition, % at 2 µM; HUVEC TNFa-induced VCAM-1 immunofluorescence, high-content imaging;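 active = inhibition above the batch mean plus 3 SD, with images confirmed as a hit by eye, cut at about 37% in these data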;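 note: 0% = TNF-stimulated DMSO wells and 100% = unstimulated control wells; not every result past the cut was called active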
E coli WT exp: growth inhibitors of wild-type E. coli, primary screen, strain BW25113, expanded library, OD600. 98,000 compounds, 0.15% hits. OD600 absorbance. growth inhibition, % at 100 µM. AID 710, 2007;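 active = growth inhibition above about 50% at one test dose, limit read from the data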;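 note: growth measured after 20 h incubation at 37 °C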
HUVEC tox IL1B: cytotoxicity in IL-1B stimulated HUVEC, primary screen, cytotoxicity control for IL-1B NFkB translocation project, imaging, Hoechst nuclear count, IL-1B stimulus; HUVEC cell count loss; cell count reduction, % at 2 µM; AID 845, 2007; 94,000 compounds, 0.41% hits;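 active = cell count reduction more than 3 SD above the screen-wide mean, cut at about 70% in these data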;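 note: normalized per plate to untreated control cells as the no-loss baseline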
Plk1 PBD FP: Plk1 polo box domain binding inhibitors, primary screen, biochemical, fluorescence polarization | Serine/threonine-protein kinase PLK1 (Homo sapiens), P53350 | Plk1 PBD phosphopeptide binding | inhibition, %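 (tested at about 20 µM)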 | 97,000 compounds, 0.13% hits | AID 693, 2007; in the data active = inhibition above about 34%, passing the limit was not always enough
Target sequence (P53350 whole entry, looked up, the tested form may be a part): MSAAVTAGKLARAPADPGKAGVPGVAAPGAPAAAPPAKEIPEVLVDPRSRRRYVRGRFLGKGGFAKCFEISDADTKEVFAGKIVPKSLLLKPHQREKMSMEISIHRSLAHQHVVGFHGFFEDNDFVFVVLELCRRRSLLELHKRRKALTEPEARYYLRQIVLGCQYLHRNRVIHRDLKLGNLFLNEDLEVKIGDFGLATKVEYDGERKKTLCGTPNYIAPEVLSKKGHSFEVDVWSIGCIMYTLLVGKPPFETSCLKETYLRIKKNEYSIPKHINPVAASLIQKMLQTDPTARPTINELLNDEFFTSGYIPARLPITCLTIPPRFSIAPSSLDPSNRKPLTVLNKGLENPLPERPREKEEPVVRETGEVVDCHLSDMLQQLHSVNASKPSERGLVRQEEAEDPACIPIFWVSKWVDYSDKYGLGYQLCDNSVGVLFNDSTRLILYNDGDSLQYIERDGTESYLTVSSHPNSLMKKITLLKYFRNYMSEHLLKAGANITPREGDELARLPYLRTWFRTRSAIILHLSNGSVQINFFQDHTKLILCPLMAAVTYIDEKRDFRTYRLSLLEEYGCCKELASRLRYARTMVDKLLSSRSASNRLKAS
sEH inhibitor: soluble epoxide hydrolase inhibitors, primary screen, biochemical, human sEH. Bifunctional epoxide hydrolase 2 (Homo sapiens), P34913. recombinant human sEH enzymatic activity assay. inhibition, % at 2 µM. 91,000 compounds, 0.34% hits. AID 707, 2007; in the data active = inhibition above about 80%; note: values of inactives mirror those of a sister screen read the other way; many of its hits are not listed in these tables
TNFa cytotox: cytotoxicity in TNFa-stimulated HUVEC, primary screen, cytotoxicity control for VCAM1 expression modulator project, imaging, Hoechst nuclei count; AID 848, 2007; cell count reduction, % at 2 µM; HUVEC TNFalpha-stimulated, Hoechst cell count; 93,000 compounds, 0.17% hits;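 active = cell count reduction exceeding the screen mean by over 5 SD, scaled to untreated wells per plate, cut at about 78% in these data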;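 note: cells counted after 24 h of TNF alpha exposure following the 1 h pretreatment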
PLK1 kinase inh: human PLK1 kinase inhibitors, primary screen, biochemical, TR-FRET. Serine/threonine-protein kinase PLK1 (Homo sapiens), P53350. recombinant PLK1 kinase, TR-FRET peptide phosphorylation. inhibition, % at 10 µM. 97,000 compounds, 0.53% hits. AID 619, 2007;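 active = inhibition of 50% or more in the single-concentration screen; inactive = inhibition below 50%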;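 note: 0% = DMSO max control and 100% = H-89 dihydrochloride min control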
The depositor's hits bear a star; . = not tested or not shown.

SMILES	hDAT+cocaine	F-actin modifier	VCAM1 TNFa inh	E coli WT exp	HUVEC tox IL1B	Plk1 PBD FP	sEH inhibitor	TNFa cytotox	PLK1 kinase inh
Cc1nnc(SCC(=O)Nc2ccccc2N2CCOCC2)s1	-1.7	19	16	0	0	-4	8	-17	2
CCn1nc(C)c(NC(=O)/C=C/c2cnn(C)c2)c1C	-0.73	2	12	4	-15	-17	12	-18	-3
O=C(Nc1ccc2c(c1)OCCO2)N1CCN(c2ccc(F)cc2)CC1	1.2	4	-1	-3	0	20	38	-8	-12
COc1cc(C=O)ccc1OCc1c(C)noc1C	1.4	-13	-1	-2	-12	-12	7	3	-8
CCC(C)c1ccc(O)c(NC(=O)c2cncc(Br)c2)c1 (stereo unspecified)	-0.45	-4	27	5	1	18	-6	-7	-1
O=C(CSc1nnc(-c2cc3ccccc3cc2O)n1Cc1ccco1)N1CCc2ccccc2C1	-0.75	-23	26	-9	22	-10	-3	18	-2
O=C(c1cccc(Cl)c1)N1CCCC(C(=O)N2CCCCCC2)C1 (stereo unspecified)	-0.6	8	7	0	4	-11	11	38	-11
Cc1ccccc1-c1cc(-c2ccccc2O)on1	-1.4	-30	47*	4	-42	19	0	2	-32
CCOC(=O)Cn1nc(/C=C/c2ccccc2)ccc1=O	0.047	5	-2	-9	6	-18	-3	-6	-13
C=CCN1C(=O)c2ccccc2Sc2ccc(C(=O)N3CCN(C)CC3)cc21	.	23	4	-5	-79	13	-14	-14	-9
CSc1ccccc1NC(=O)COc1ccccc1Cl	-1.5	-18	11	8	-3	-31	16	-16	-7
COCCN(CCOC)Cc1c(C)[nH]c2ccccc2c1=O	-1.7	24	12	3	-10	-4	-3	2	-7
CCOC(=O)c1ccc2c(c1)nc(SCC(=O)NC(C)C)n2CC	0.49	9	5	-9	-11	-2	6	-17	-13
C/C(N)=C(/C#N)C(=O)CSc1nnc(Nc2ccccc2C)s1	0.49	6	-12	5	-1	8	-16	-4	-13
CCOC(=O)CNC(=O)C1c2ccccc2C(=O)N(c2ccc(OC)cc2)C1c1ccc(OC)cc1 (stereo unspecified)	0.011	1	28	-4	20	0	2	0	-3
Cc1onc(-c2ccccc2Cl)c1C(=O)Nc1cc(=O)n(C)c(=O)n1C	-0.25	-14	16	.	89*	9	-33	15	-11
CC(=O)Oc1ccc(-c2ccc(C(=O)O)cc2)cc1	-0.68	11	12	-20	2	4	9	11	-5
CNS(=O)(=O)c1cccc(C(=O)Nc2cccnc2)c1	-0.24	2	-8	5	-16	20	-3	-21	-14
COc1ccc(Cl)c(S(=O)(=O)N2CCCC2)c1	.	-15	3	-3	-11	21	8	-14	-10
Cc1nc(NC(N)=S)sc1C(=O)Nc1ccccc1	-0.18	-9	3	-6	-2	-3	1	8	-13
CCCCNC(=O)c1sc(=S)n(-c2ccccc2OC)c1N	-0.48	27	-5	4	-17	5	-12	-23	-12
COC(=O)c1ccc(-c2sc3nc(N4CCOCC4)c4c(c3c2N)CCCC4)o1	0.026	-4	6	-6	4	-34	-10	-20	-5
Cc1cc(C)n(-c2nc3nonc3nc2-n2nc(C)cc2C)n1	-0.64	-14	6	-9	-13	15	10	-2	-1
Cc1ccc(CNC(=O)CCSCCC(=O)NCc2ccc(C)cc2)cc1	-0.44	0	19	-4	17	4	75	13	-7
COC1(OC)N=C(N)C2(C#N)C(c3ccc4c(c3)OCO4)C12C#N (stereo unspecified)	-1.3	22	-2	1	21	15	-6	1	31
Cc1ccc(CO/N=C\Cc2snc(Sc3ncc(C(F)(F)F)cc3Cl)c2C#N)cc1	-0.61	-16	-5	-24	.	-12	-7	8	-4
CSc1nnc2n(-c3ccccc3)c(=O)c3c4c(sc3n12)CCC4	0.073	-11	58*	0	2	17	-6	77	-8
CC1CC(C)(C)NCc2ccccc21 (stereo unspecified)	-0.65	6	14	3	-3	-7	.	-22	4
COc1ccc(NC(=O)CN2C(=O)CC(C)(C)S(=O)(=O)c3ccccc32)cc1	0.29	-6	-5	1	-4	-7	.	-27	-11
Cc1ccc(/C=N/NC(=O)c2cc3c(ccc4ccccc43)o2)cc1[N+](=O)[O-]	.	5	3	1	27	-19	-12	4	-14
O=C(O)C1C2C=CC3(CN(Cc4ccco4)C(=O)C13)O2 (stereo unspecified)	0.0014	.	.	1	.	2	.	.	58*
O=C(c1ccco1)N1CCN(C(c2cccs2)c2nnnn2C2CCCC2)CC1 (stereo unspecified)	0.74	15	-6	-8	-5	8	4	-8	1
O=C(COC(=O)c1cccc(C(=O)OCC(=O)NC2CCCCC2)n1)NC1CCCCC1	-1.7	-17	3	0	10	6	-7	-8	1
CCc1nc(-c2ccccc2O)n(-c2ccccc2)n1	0.6	5	20	2	-57	-16	-5	4	-9
COc1cccc(C(=O)Nc2cnc(NC(=O)c3ccco3)cc2C)c1	1.2	-8	16	-5	-26	2	2	2	-2
CCc1ccc(C(=O)c2cncc(Br)c2)cc1	0.27	-16	-1	11	-112	18	-1	1	-5
CCOC(=O)c1cnc2cc3c(cn2c1=O)CCCC3	.	14	13	2	-4	-35	4	-20	9
COc1ccc(N(C(C)C(=O)NCc2ccco2)S(C)(=O)=O)cc1 (stereo unspecified)	-0.53	25	12	3	-15	-36	8	-20	-2
CN(c1ccc(C(=O)NC2CC3CCC2C3)cc1)S(C)(=O)=O (stereo unspecified)	-0.76	11	7	-5	8	2	14	21	-6
CCOC(=O)C1CCCN(C(=O)COC(=O)c2cc(=O)c3ccccc3o2)C1 (stereo unspecified)	1.8	-18	-5	3	19	-4	-8	1	1
CN1CCN(C(=O)c2sc(=S)n(-c3ccccc3)c2N)CC1	-0.89	3	-10	-2	-3	12	7	8	-3
O=C(NCCc1ccccc1)c1ccc(=O)[nH]c1	-0.4	12	-3	-2	23	-6	.	-14	-8
O=[N+]([O-])c1c(Nc2ccccc2)ccc2nonc12	-0.67	4	-3	0	-9	28	-2	-6	-4
COc1ccc(Cn2c(=O)[nH]c3cc(C(=O)NCc4ccc5c(c4)OCO5)ccc3c2=O)cc1	.	3	14	-10	-123	-3	72	-18	-14
O=c1c2ccccc2nc(-c2ccc(Br)cc2)n1Cc1ccccc1	-0.18	3	10	-12	-22	-2	-2	-4	-13
O=C(CSc1nnnn1-c1cccnc1)Nc1ccc(OCc2ccccc2)cc1	0.054	8	18	4	-23	16	27	-3	-6
CCC(C)(C)NC(=O)C(c1ccc(F)cc1)N(Cc1ccco1)C(=O)c1cnccn1 (stereo unspecified)	-0.48	-38	9	4	-16	1	-16	-49	1
C=CCn1c(=O)c2c(nc3n2CCN3c2cccc(Cl)c2C)n(C)c1=O	0.22	-14	-1	-3	-11	-20	.	-18	-14
O=C(CCC(=O)Nc1ccccc1)NCCO	0.84	-4	-7	.	-8	-15	3	.	-9
Cc1[nH]nc2c1C1(C(=O)N(Cc3ccc(Cl)cc3)c3ccccc31)C(C#N)=C(N)O2 (stereo unspecified)	1.4	23	-30	17	-15	-6	3	.	-1
Cc1ccc(C2NS(=O)(=O)N=C2N)cc1 (stereo unspecified)	-0.97	-9	-8	20	0	2	2	-9	-9
CCCN(N=Nc1cccc([N+](=O)[O-])c1)c1cccc([N+](=O)[O-])c1	-0.019	.	12	-19	-19	-22	-2	-39	1
CCOC(=O)N1CCN(C(=O)c2cccc(OC)c2O)CC1	-1.1	9	2	2	-12	-6	-2	-6	-4
Cc1nc2ccccc2c(=O)n1/N=C/c1ccc(O)cc1	-0.64	48	4	-1	15	-11	-9	-7	-9
Cc1nn(C)cc1CNC(=O)c1cccc(Cl)c1	0.86	22	-3	-1	13	2	13	-39	-2
CCOc1ccccc1NC1c2ccccc2C(=O)N1c1ccc(C)cn1 (stereo unspecified)	0.2	.	.	-4	.	-14	.	.	45
Cc1nc(SCC(=O)Nc2ccccc2C(F)(F)F)c(C#N)c(C)c1CC(=O)c1ccc(Br)cc1	-2.4	-18	4	-9	1	19	-4	-7	-28
Cc1cc(NC(=O)CSc2ccc3nnc(-c4cccnc4)n3n2)no1	0.023	4	14	6	-17	23	4	-23	4
COc1ccccc1NC(=O)C(C)N1CCN(C/C=C/c2ccccc2)CC1 (stereo unspecified)	1.5	6	-17	6	-22	3	-12	-21	8
CCOC(=O)C(CO)(NC(C)=O)C(=O)OCC	0.32	-3	2	4	4	15	8	-28	1

Three of the compounds above, with each value named.
COc1ccccc1NC(=O)C(C)N1CCN(C/C=C/c2ccccc2)CC1 (stereo unspecified)
  hDAT+cocaine = 1.5; F-actin modifier = 6; VCAM1 TNFa inh = -17; E coli WT exp = 6; HUVEC tox IL1B = -22; Plk1 PBD FP = 3; sEH inhibitor = -12; TNFa cytotox = -21; PLK1 kinase inh = 8

CCCN(N=Nc1cccc([N+](=O)[O-])c1)c1cccc([N+](=O)[O-])c1
  hDAT+cocaine = -0.019; F-actin modifier = .; VCAM1 TNFa inh = 12; E coli WT exp = -19; HUVEC tox IL1B = -19; Plk1 PBD FP = -22; sEH inhibitor = -2; TNFa cytotox = -39; PLK1 kinase inh = 1

C=CCn1c(=O)c2c(nc3n2CCN3c2cccc(Cl)c2C)n(C)c1=O
  hDAT+cocaine = 0.22; F-actin modifier = -14; VCAM1 TNFa inh = -1; E coli WT exp = -3; HUVEC tox IL1B = -11; Plk1 PBD FP = -20; sEH inhibitor = .; TNFa cytotox = -18; PLK1 kinase inh = -14

Bioassay records from PubChem.
